# Source: PubChem
# PERK inh: blocks human PERK kinase; Q9NZJ5; CHO PERK-DD fusion, SEAP luminescence translation reporter; inhibition, % at 5.6 µM; actives 0.17% (n = 220,000); AID 1416;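 active = inhibition above the mean inhibition of all tested compounds plus 3 SD, set separately per screening campaign, cut at about 2.9% in these data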;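 note: PERK kinase domain activated by AP20187 dimerizer at 100 nM; 0% = DMSO with dimerizer and 100% = rapamycin at 8.4 µM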
# EBV gp42 inh: EBV gp42 inhibition; Q1HVG2; inhibition, % (tested at 21.74 µM); Fluorescence polarization binding assay, mP read-out; AID 1085; actives 0.42% (n = 220,000); in the data active = inhibition above about 50%
# Target sequence (Q1HVG2 whole entry, looked up): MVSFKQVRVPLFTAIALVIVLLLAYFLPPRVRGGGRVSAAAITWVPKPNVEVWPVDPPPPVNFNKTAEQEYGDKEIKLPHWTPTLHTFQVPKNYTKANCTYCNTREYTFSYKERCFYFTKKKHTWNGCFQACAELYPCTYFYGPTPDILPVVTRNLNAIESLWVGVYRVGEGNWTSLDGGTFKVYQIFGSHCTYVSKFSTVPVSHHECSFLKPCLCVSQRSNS
# m-calpain inh: calpain II (pig) inhibition; AID 1236; purified calpain II, fluorogenic peptide substrate, 30 min; actives 0.37% (n = 220,000); inhibition, % at 16 µM;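 active = inhibition above about 50%, limit read from the data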
# MDM2 E3 inh: blocks human Mdm2 ubiquitin ligase activity; signal enhancement, % at 5 µM; cell-based MDM2 ubiquitination luciferase reporter, 2 h; 0 = plate control, 100 = twice control, blank-subtracted; Q00987; AID 1230; actives 0.11% (n = 210,000);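 active = signal enhancement of 30% or more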;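 note: luminescence tracks abundance of the self-degrading MDM2-luciferase fusion protein; higher signal means inhibition of MDM2 E3 ligase activity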
# Target sequence (Q00987 whole entry, looked up, the tested form may be a part): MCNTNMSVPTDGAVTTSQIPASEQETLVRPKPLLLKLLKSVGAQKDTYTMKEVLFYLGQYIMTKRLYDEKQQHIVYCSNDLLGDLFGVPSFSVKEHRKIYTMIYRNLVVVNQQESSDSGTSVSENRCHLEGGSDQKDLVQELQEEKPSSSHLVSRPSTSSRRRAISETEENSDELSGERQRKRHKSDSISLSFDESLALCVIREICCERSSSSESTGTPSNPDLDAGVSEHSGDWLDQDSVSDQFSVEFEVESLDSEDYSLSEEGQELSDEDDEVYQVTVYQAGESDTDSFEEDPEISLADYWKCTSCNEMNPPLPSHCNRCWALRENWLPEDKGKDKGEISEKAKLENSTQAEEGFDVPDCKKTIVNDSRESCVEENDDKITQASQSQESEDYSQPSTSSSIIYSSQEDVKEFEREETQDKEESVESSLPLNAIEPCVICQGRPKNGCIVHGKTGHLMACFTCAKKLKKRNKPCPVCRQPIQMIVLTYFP
#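 Timing – 2 h compound exposure at 37 °C · Assay system – mammalian cells stably expressing self-ubiquitinating, self-degrading MDM2 E3–luciferase fusion · Amount – 2000 cells seeded into each well · Measure – % luminescence enhancement versus blank-corrected plate control mean · Measured by – SteadyLite luminescence, 15 min reagent step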
# Rad51 HR inh: blocks human Rad51 in homologous recombination; hRad51 DNA strand exchange, fluorescence dequenching; inhibition, % at 10 µM; actives 0.085% (n = 200,000); AID 1385;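 active = inhibition above 40% at the single screening dose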;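 note: 0% = DMSO control wells and 100% = blanks with heterologous ssDNA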
# Target sequence (Q06609 whole entry, looked up): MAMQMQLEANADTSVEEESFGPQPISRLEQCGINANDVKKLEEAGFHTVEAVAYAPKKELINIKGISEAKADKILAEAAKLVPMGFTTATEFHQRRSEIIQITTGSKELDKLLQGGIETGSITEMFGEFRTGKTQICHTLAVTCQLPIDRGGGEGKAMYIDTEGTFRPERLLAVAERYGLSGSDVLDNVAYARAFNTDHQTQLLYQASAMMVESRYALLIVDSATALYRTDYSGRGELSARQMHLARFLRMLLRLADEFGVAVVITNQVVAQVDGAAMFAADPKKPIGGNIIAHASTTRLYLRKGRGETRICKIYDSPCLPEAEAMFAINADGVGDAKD
#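 Test system – preformed human Rad51 ssDNA filaments · Reagent – Donor/quencher-labelled 47-bp dsDNA substrate · Incubation – 37 °C 15-min filament assembly, 30-min compound preincubation, 15-min exchange · Signal – FRET fluorescence dequenching, excitation 485 nm, emission 520 nm · Read-out – percent inhibition from fluorescence, normalised to plate control and blank means · Benchmarks – plate control and blank wells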
# L929 necroptosis: L929 zVAD cell death inhibition; AID 1377; viability rescue, % at 10 µM; actives 0.38% (n = 220,000); L929 zVAD necroptosis rescue, ATP luminescence, 24 h; with zVAD 60 µM;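 active = activation, scaled between plate controls, above about 75%, limit read from the data; inactive = activation under that limit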;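 note: 0% = zVAD with DMSO and 100% = DMSO alone without zVAD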
# eIF4E-4G inh: inhibitors of eIF4E and eIF4G interaction in translation initiation | P63073+Q04637 | TR-FRET eIF4E-eIF4GI(517-606) binding, 2 h | inhibition, % at 21.7 µM | actives 0.37% (n = 220,000);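 active = inhibition above about 30%, limit read from the data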;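 note: 0% = full FRET control wells and 100% = background wells lacking eIF4GI fragment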
# KCC2 mod: KCC2 (human) Cl- transport modulation; AID 1456; B-score of Tl+ flux slope (higher = more flux/activation; lower = inhibition) at 10 µM; KCC2 cells, thallium flux FluoZin-2 fluorescence; actives 2.2% (n = 190,000);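 active = thallium flux slope and its plate-corrected score both differing from the plate sample mean at a set confidence after two filtering rounds, in either direction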;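 note: slope of fluorescence scaled to starting intensity during 10 to 20 s after thallium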
# TNF necrop inh: blocks TNF-alpha induced death of Jurkat FADD-/- cells | Jurkat FADD-/- TNF necroptosis rescue, ATP luminescence, 24 h; 0 = TNF only, 100 = no-TNF cells | activation (protection from cell death), % at 10 µM | actives 0.068% (n = 220,000) | AID 463075;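 active = activation, meaning protection from cell death, of at least 50% relative to plate controls; inactive = activation below 50%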;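 note: necroptosis triggered by 40 ng/mL TNF-alpha added together with compound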
# The depositor's hits bear a star; i = inactive; nt = not tested or not shown; [ ] = remark or other dose.
# The opening 4 records (preview)
SMILES,PERK inh,EBV gp42 inh,m-calpain inh,MDM2 E3 inh,Rad51 HR inh,L929 necroptosis,eIF4E-4G inh,KCC2 mod,TNF necrop inh
CCCC(=O)NC(=S)Nc1ccc(NC(=O)c2cccs2)cc1,-1.3,-18,21,-24,-5,-0.3,-9[fluorescence artefact?],-1.1,2.8
CN1CCN(c2ccccc2NC(=O)c2ccc(Br)o2)CC1,-1.4,-12,-24,-11,nt,72,-8[fluorescence artefact?],0.085,2.7
O=C(OC(C(=O)NC1CCCC1)c1ccccc1F)c1ccco1 (centres undefined),0.6,-2,27,-17,3,0.0,0,0.39,5.6
CCOc1ccc2[nH]c(=O)c(CN(Cc3ccco3)C(CC)c3nnnn3Cc3ccccc3)cc2c1 (centres undefined),0.6,-6,-28,0,-1,-0.1,-6,1.5,-12

# This part in full (from the top)
SMILES,PERK inh,EBV gp42 inh,m-calpain inh,MDM2 E3 inh,Rad51 HR inh,L929 necroptosis,eIF4E-4G inh,KCC2 mod,TNF necrop inh
CCCC(=O)NC(=S)Nc1ccc(NC(=O)c2cccs2)cc1,-1.3,-18,21,-24,-5,-0.3,-9[fluorescence artefact?],-1.1,2.8
CN1CCN(c2ccccc2NC(=O)c2ccc(Br)o2)CC1,-1.4,-12,-24,-11,nt,72,-8[fluorescence artefact?],0.085,2.7
O=C(OC(C(=O)NC1CCCC1)c1ccccc1F)c1ccco1 (centres undefined),0.6,-2,27,-17,3,0.0,0,0.39,5.6
CCOc1ccc2[nH]c(=O)c(CN(Cc3ccco3)C(CC)c3nnnn3Cc3ccccc3)cc2c1 (centres undefined),0.6,-6,-28,0,-1,-0.1,-6,1.5,-12
CCCCNC(=O)Cc1coc2ccc3ccccc3c12,-0.4,10,11,-25,3,0.0,-2,0.0057,1.2
Cc1ccc(C(C)n2cc(C(=O)NCc3ccncc3)nn2)cc1 (centres undefined),-1.9,-3,11,-20,-6,-0.7,-3,0.88,0.5
COc1ccc(-n2c(SCC(=O)NCCCN3CCCC3=O)nnc2C(C)N2CCCCC2)cc1 (centres undefined),0.1,-4,-9,-9,7,4.8,9,1,0.4
COc1ccc(C(=O)N2CCN(c3ccccn3)CC2)cc1[N+](=O)[O-],-0.2,-1,-25,-5,6,0.4,1,0.58,0.0
O=[N+]([O-])c1ccccc1/C=N/N1CCN(c2ccncc2S(=O)(=O)N2CCCCC2)CC1,-1.1,-8,28,-12,-3,1.3,-6,-0.47,5.9
Cc1cc(C)nc(/N=C(\N)Nc2ccc(C)c([N+](=O)[O-])c2)n1,-0.8,2,1,-10,-3,-0.3,-6,-0.86,-1.7
COC(=O)C1CCN(C(c2ccc(OC)c(OC)c2)c2sc3nc(C)nn3c2O)CC1 (centres undefined),nt,1,5,-14,0,-0.8,-2,-0.74,0.6
C/C=C/C(=O)OCC(=O)Nc1cccc(Br)c1,0.2,-7,-23,-9,nt,1.4,2,0.82,3.5
Cc1ccc(C(=O)CSc2cc(C)nc(SCC(=O)c3ccccc3)n2)cc1,-0.8,-21,9,-22,1,0.4,1,-1.5,-0.1
COc1cccc(NC(=O)NCCCSC2CCCCC2)c1,0.6,-11,12,-22,-14,2.0,0[fluorescence artefact?],0.11,0.7
O=C(Nc1ccc2nc(-c3ccccn3)c(-c3ccccn3)nc2c1)N1CCOCC1,0.2,-9,i,-6,0,5.4,2,-0.27,-0.4
Cc1nc2ccccn2c1C(=O)N/N=C/c1ccc(CNC(=O)C(=O)Nc2ccccc2)o1,0.1,-1,-35,3,2,0.7,0,-2.5,1.8
Nc1c(C(=O)NC2CC2)sc2nc3c(c(-c4ccco4)c12)CC/C3=C/c1ccco1,0.8,104*,-21,-13,-24,0.0,27[fluorescence artefact?],-0.14,2.0
CCOC(=O)CSc1ccc2nnc(-c3cccs3)n2n1,0.0,-7,-11,-18,-3,0.4,5,-0.7,-0.1
CC(C)Cc1nc(N2CCN(C(=O)C(C)C)CC2)c(C#N)c2c1CCC2,-1.2,-8,-114,-13,1,-0.3,7,nt,0.8
Cc1sc2ncn(CC(=O)NCC(=O)N(C)C3CCCCC3)c(=O)c2c1C,-1.5,-16,-4,-16,3,0.8,-14,0.81,0.3
CCC(=O)c1c[nH]c(C(=O)NCc2cccs2)c1,1.0,-10,-11,nt,17,-0.1,0,nt,1.7
COC(=O)c1cc2sc(Cl)cc2n1Cc1nc(-c2cccc(C)c2)oc1C,1.5,-23,-13,-8,-2,-0.2,5,0.62,-0.1
COc1ccc(/C=C/C(=O)c2ccc(NS(=O)(=O)c3ccc(C)cc3)cc2)cc1O,0.1,-9,-14,-8,6,24,7,0.22,-1.7
O=C(NCc1ccccc1)c1ccc(S(=O)(=O)N2CCCc3ccccc32)cc1,0.0,0,27,-3,-1,1.0,8,-0.37,3.6
Cc1ccc(C)c(N2CCN(C(=S)Nc3ccc4nc(N5CCN(C)CC5)cc(C)c4c3)CC2)c1,-0.1,-8,-78,-7,-7,-0.1,-1,0.71,-3.7
# (more compounds)
SMILES,PERK inh,EBV gp42 inh,m-calpain inh,MDM2 E3 inh,Rad51 HR inh,L929 necroptosis,eIF4E-4G inh,KCC2 mod,TNF necrop inh
NC1=NCC(O)=C1c1nc2ccccc2[nH]1,0.8,-6,11,1,-7,2.4,-1,-1.6,-0.4
COC(=O)c1ccccc1NC(=O)c1ccc(COc2ccccc2)o1,-0.6,3,3,-18,-1,0.1,-3,-0.47,1.4
CC1CN(C(=O)c2ccccc2)C(=Nc2cccc(S(=O)(=O)N(C)C)c2)S1 (centres undefined),0.2,-21,14,-7,-7,0.7,6,-0.6,-1.6
CN(C)c1nc(N)nc(CSc2n[nH]c(-c3ccccc3)n2)n1,-0.7,2,-6,-7,-5,1.1,-8,-0.91,-1.4
CCn1cc(C2=NC(c3ccccc3)CO2)c2ccccc21 (centres undefined),-0.2,3,15,nt,-1,nt,0,-0.34,0.4
CCOC(=O)c1cc(-c2ccccc2)sc1NC(=O)c1cc(OC)c(OC)c(OC)c1,-0.1,-15,-160,-9,-7,1.2,3[fluorescence artefact?],0.6,0.1
CCc1ccc(NC(=S)N2CCNC(=O)C2CC(=O)OC)cc1 (centres undefined),0.4,-10,-28,-14,3,10,0,0.11,-0.4
CC(O)CNc1nc2ccccc2n1CC(=O)NCC(F)(F)F (centres undefined),0.8,-21,-6,-20,-2,2.1,-2,0.15,1.1
Cc1ccc(NC(=O)CCSCCC(=O)Nc2ccc(C)c(C)c2)cc1C,0.5,-32,-53,7,4,0.1,-2[fluorescence artefact?],-0.43,-1.1
O=c1[nH]nc(Cc2ccc(-c3ccccc3Cl)o2)c2ccccc12,-1.1,-21,-34,-7,-9,0.6,nt,nt,-2.9
O=[N+]([O-])c1ccc(N/N=C/c2sc(N3CCOCC3)nc2-c2ccccc2)c(S(=O)(=O)Nc2ccc(Cl)cc2)c1,0.7,-19,17,-23,i,2.6,1,1.2,-11
CCOC(=O)c1c(C)[nH]c(C(=O)COC(=O)C(C)Oc2ccc(Cl)cc2Cl)c1C (centres undefined),0.6,-5,3,3,6,0.4,-5,-0.5,1.1
CCOc1cc(C2C(C(=O)c3ccc(C)cc3)=C(C(=O)OC)Nc3nnnn32)ccc1O (centres undefined),0.1,-6,-25,4,-1,0.4,-5,nt,0.5
O=[n+]1cc(-c2ccccc2)n([O-])c2c1CCC2,-0.5,-5,-33,0,1,0.8,1,nt,0.7
CCOc1ccc(S(=O)(=O)N2CCN(C(=O)c3sccc3C)CC2)cc1,1.2,-30,2,8,5,-0.2,3,-0.008,0.4
O=C(Cc1ccc(Cl)c(Cl)c1)Nc1ccccc1N1CCOCC1,-0.3,-16,-22,-3,-11,-0.2,3,0.0023,1.1
Cc1ccc(C(C#N)N2CCOCC2)cc1 (centres undefined),2.5,-21,-11,-12,0,-0.2,5[fluorescence artefact?],-0.28,-0.4
O=C(CSc1oc(-c2ccc(F)cc2)nc1S(=O)(=O)c1ccccc1)NCC1CCCO1 (centres undefined),-0.2,5,14,-16,1,-0.3,-1[fluorescence artefact?],-0.46,-0.9
COc1ccc(C2CC2/C(=N/OC(=O)c2cccs2)c2ccccc2)cc1 (centres undefined),-0.5,1,-18,-1,nt,1.1,-8,nt,1.8
Cc1c(N2C(=O)/C(=C3\C(=O)N(CC(=O)O)c4ccccc43)SC2=S)c(=O)n(-c2ccccc2)n1C,0.9,-2,9,-10,-17,1.1,-2,-0.044,0.2
CC(C)Oc1ccc(C(=O)NCc2cccnc2)cc1,0.3,-8,-13,6,-1,-0.1,-2,0.11,-12
Cn1c(-c2ccc(=O)[nH]c2)nc2ccccc21,1.7,-4,-54,-17,nt,-1.1,4,-0.1,0.0
CCOc1cc([C@@H]2C[C@H]3CN(c4ccccc4)C(=O)[C@]34CCCN24)ccc1OC,-0.1,-3,-48,-9,nt,-0.5,0,0.77,-1.7
Cc1ccccc1-n1nc(C)c2cc(C(=O)N3CCN(S(=O)(=O)c4ccc(F)cc4)CC3)sc21,-0.9,9,-44,-17,nt,0.0,4,-0.3,0.0
CCOc1ccccc1-n1c(SCC(=O)N2CCCC2)nnc1-c1ccc(O)cc1,-1.1,-9,-2,-6,3,-0.6,-2,nt,-0.6

# Whole records, looked up by structure:
# `CCOC(=O)c1c(C)[nH]c(C(=O)COC(=O)C(C)Oc2ccc(Cl)cc2Cl)c1C` (centres undefined) as listed: PERK inh: 0.6; EBV gp42 inh: -5; m-calpain inh: 3; MDM2 E3 inh: 3; Rad51 HR inh: 6; L929 necroptosis: 0.4; eIF4E-4G inh: -5; KCC2 mod: -0.5; TNF necrop inh: 1.1
# `Cn1c(-c2ccc(=O)[nH]c2)nc2ccccc21` as listed: PERK inh: 1.7; EBV gp42 inh: -4; m-calpain inh: -54; MDM2 E3 inh: -17; Rad51 HR inh: nt; L929 necroptosis: -1.1; eIF4E-4G inh: 4; KCC2 mod: -0.1; TNF necrop inh: 0.0

# The results go on.
SMILES,PERK inh,EBV gp42 inh,m-calpain inh,MDM2 E3 inh,Rad51 HR inh,L929 necroptosis,eIF4E-4G inh,KCC2 mod,TNF necrop inh
CC(=O)NC(CC(=O)N(C)Cc1c(F)cccc1Cl)c1ccccc1 (centres undefined),0.7,-5,-8,-13,27,2.7,6,-0.64,1.3
O=C(Cn1cnc2ccccc2c1=O)N1CCc2ccccc2C1,0.3,-15,-13,8,8,0.6,-2,0.048,1.3
CN(C)c1ccc(-n2cccc2)cc1,0.6,-20,5,-6,-1,0.2,12,-0.26,0.0
Cc1ccccc1C(=O)NNC(=O)CCC(=O)Nc1cccc(Cl)c1C,0.2,-6,32,-14,-3,0.4,-1,1.5,0.6
O=C(/C=C/c1ccc([N+](=O)[O-])cc1)NCc1cccnc1,1.2,-19,24,-20,nt,0.0,-1,0.69,-4.3
CNC(=O)C12CC3CC(CC(Cl)(C3)C1)C2,0.5,0,8,nt,nt,-0.5,4,0.67,1.8
COc1cccc(/C=C/C(=O)OCC(=O)N2c3ccccc3NC(=O)C2(C)C)c1,0.4,-17,-5,-4,5,0.2,-4[fluorescence artefact?],0.32,2.2

# This is a random part of the collection; about 3.6% have a hit in one of these screens.
